Screens deposited in PubChem by several laboratories.
RmlC RmlD mix = inhibitors of RmlC and RmlD coupled enzymes. inhibition, % at 5.5 µM. RmlC/RmlD coupled enzyme inhibition, 384-well mixture HTS. 0.39% of 110,000 active; in the data active means inhibition above about 30%, passing the limit was not always enough; further: strong numbers were not always called active
HIV RNase H inh = inhibitors of HIV-1 reverse transcriptase RNase H; P04585; RT-RNase H RNA/DNA duplex cleavage, fluorescence; inhibition, % at 10 µM; 1.9% of 65,000 active; AID 565; in the data active means inhibition above about 50%
* hit, by the source's call; / = no result given. A portion of the library (hit frequency here may not be typical).

SMILES | RmlC RmlD mix | HIV RNase H inh
Cc1ccccc1C(C(=O)NC1CCCC1)N(C(=O)Cc1cccs1)c1ccc2c(c1)OCCO2 (centres undefined) | 8 | /
COCCN1CCn2c(nc3cc(NC(=O)c4ccc(OC)cc4)ccc32)C1 | -6 | 2
NC(=O)CNC(=O)C1CCCc2c1[nH]c1ccc(Cl)cc21 (centres undefined) | 8 | 0
C#CCOCCOCCOCCNc1nc(N2CCN(C(=O)[C@H](CCC(=O)O)n3cc(C(N)Cc4ccc(O)cc4)nn3)CC2)nc(N2CCN(C(=O)[C@H](CCC(=O)O)n3cc(C(N)Cc4ccc(O)cc4)nn3)CC2)n1 (some centres undefined) | 72 | /
CCCCn1c(C(C)O)nc2ccccc21 (centres undefined) | -10 | -36
COc1ccc(NC(=O)c2sc(=S)[nH]c2N)cc1 | 8 | /
O=S(=O)(/C=C/c1ccccc1)Oc1ccccc1 | -9 | /
CCOC(=O)C1=C(CS(=O)(=O)c2ccc(F)c(C)c2)NC(=O)NC1c1ccc(O)c(O)c1 (centres undefined) | 10 | 24
COC(=O)C(NC(=O)c1ccccc1)=C1CCCCC1 | -1 | 1
COc1ccc(OC)c(NC(=O)CN2C(=O)c3ccccc3S2(=O)=O)c1 | 6 | -13
CCOc1nc(-c2ccccc2)ccc1-c1noc(-c2cccnc2)n1 | / | 9
CCCCc1ccc(NC(=O)N[C@H](C(=O)O)C(C)CC)cc1 (some centres undefined) | 5 | 2
Cc1cc(C(=O)NCC(c2ccco2)N(C)C)no1 (centres undefined) | -1 | -5
CC(C)CC(=O)N1CCN(C(=O)c2cccc(F)c2)CC1 | 5 | -4
CC(=O)Nc1cc(S(=O)(=O)Nc2ccccc2)c(C)cc1C | -8 | /
CC(=O)c1c(N2CCCC2)[nH]c(-c2ccccc2)nc1=S | -7 | /
O=C(Nc1ccccc1C(=O)NCc1cccnc1)c1ccco1 | 9 | -2
O=C(CSc1nnc(-c2ccccc2)n1Cc1ccccc1)N1CCOCC1 | 4 | -29
O=C(COC(=O)COc1ccccc1)Nc1ccc(OC(F)(F)F)cc1 | 20 | /
CCCn1c(N)c(N2CCCCC2)c(=O)n(CC(=O)Nc2ccccc2C)c1=O | -12 | /
CC(=O)N(NC(=O)c1ccccc1Cl)C1CC(=O)N(c2ccc(C)cc2)C1=O (centres undefined) | 6 | /
CCCCCCC(=O)Nc1ccc(Cl)cn1 | -10 | -5
COc1ccc(CCNC(=O)C2CC(=O)N(C3CCCCCCC3)C2)cc1OC (centres undefined) | 7 | /
CON(C)S(=O)(=O)c1ccc2c(c1)NC(=O)C1CCCN21 (centres undefined) | -12 | /
O=C(Nc1cccc(C(=O)N2CCN(Cc3ccccc3)CC2)c1)c1ccccc1 | -12 | /
Cc1ccnc2nc(C(=O)Nc3nnc(CC(C)C)s3)nn12 | 0 | /
COC(=O)[C@@H]1C[C@]2(Br)c3ccccc3N(S(=O)(=O)c3ccccc3)[C@@H]2N1C(=O)OC | -11 | /
COc1ccc(S(=O)(=O)N2CCC(C(=O)N3CCCC3)CC2)cc1 | 3 | -14
COc1ccc(NC(=O)/C(Cl)=C(/Cl)S(=O)(=O)Cc2ccccc2)cn1 | -5 | /
COC(=O)c1ccc2c(=O)n(CCCCCC(=O)NCc3ccc4c(c3)OCO4)c(=O)[nH]c2c1 | -9 | /
Cc1ccc(C(=O)NCCSC2CCCCC2)cc1S(=O)(=O)Nc1ccccc1 | -11 | /
COC(=O)c1[nH]c2cccc(OC)c2c1NC(=O)CN1CCOCC1 | / | -4
CCCOc1ccc(C(=O)NCCCn2ccnc2)cc1 | -9 | -4
Cc1cccc(OCC(=O)Nc2ccc3c(c2)OCCO3)c1 | 12 | -13
O=C(CN(Cc1ccc2c(c1)OCO2)C(=O)CNS(=O)(=O)c1ccccc1)NCc1ccco1 | -7 | -3
CCCCCOc1ccc(CN2CCOCC2)cc1Cl | 12 | -7
C[C@H]1O[C@H](O[C@H]2[C@H](O)[C@@H](O)[C@@H](O[C@H]3[C@H](O)[C@@H](O)C(O)O[C@@H]3CO)O[C@@H]2CO)[C@H](O)[C@@H](O)[C@@H]1N[C@H]1C=C(CO)[C@@H](O)[C@H](O)[C@H]1O (some centres undefined) | -12 | /
c1ccc(CCc2ccccc2-c2nc(-c3ccccn3)no2)cc1 | -16 | -31
COc1cc(C(O)P(=O)(OC(C)C)c2ccc(N(C)C)cc2)cc(OC)c1OC (centres undefined) | -10 | 7
Cc1cccc(-n2ncc3c(NCCCN4CCCC4=O)ncnc32)c1 | -5 | /

An excerpt of the results above, for reference:
SMILES | RmlC RmlD mix | HIV RNase H inh
CCCCCOc1ccc(CN2CCOCC2)cc1Cl | 12 | -7
C[C@H]1O[C@H](O[C@H]2[C@H](O)[C@@H](O)[C@@H](O[C@H]3[C@H](O)[C@@H](O)C(O)O[C@@H]3CO)O[C@@H]2CO)[C@H](O)[C@@H](O)[C@@H]1N[C@H]1C=C(CO)[C@@H](O)[C@H](O)[C@H]1O (some centres undefined) | -12 | /
c1ccc(CCc2ccccc2-c2nc(-c3ccccn3)no2)cc1 | -16 | -31

The listing continues:
SMILES | RmlC RmlD mix | HIV RNase H inh
Cn1c(=O)c(C(=O)Nc2ccccn2)c(O)c2ccccc21 | 26 | -9
CN(C)S(=O)(=O)c1ccc(NC(=O)Cn2c(-c3ccccc3)noc2=O)cc1 | -4 | /
Cc1onc(-c2c(F)cccc2Cl)c1C(=O)Nc1cccc2nsnc12 | -53 | -8
CCN1C(=O)C(CC(=O)Nc2c(C)cccc2C)SC1=Nc1ccc(S(N)(=O)=O)cc1 (centres undefined) | 2 | /
CC(C)C(NS(=O)(=O)c1cccs1)C(=O)NCc1ccc2c(c1)OCO2 (centres undefined) | -1 | -5
CCOP(=O)(c1ccc(N(C)C)cc1)C(O)c1c(Cl)cccc1Cl (centres undefined) | 6 | 2
COc1cc(NC(=O)c2ccco2)c(OC)cc1NC(=O)c1cc(OC)c(OC)c(OC)c1 | 2 | 2
COc1ccc(S(=O)(=O)Cc2ccc(C(=O)N3CCN(C4CCCCC4)CC3)o2)cc1 | 5 | 2
COc1ccc(Cl)cc1S(=O)(=O)N1CCCC(C(=O)NCC(N)=O)C1 (centres undefined) | 4 | -1
CCSC1=NC(C)(C)C=C(C)N1 | -44 | /
COC(=O)c1c(NC(=O)CSc2n[nH]c(N)n2)sc(C)c1C | 10 | -18
Cc1ccc(CC2(O)CC(C)N(C)CC2C)c(C)c1 (centres undefined) | -9 | 0
CCN1CCN(c2nc3c(C)cccn3c(=O)c2/C=C(\C#N)S(=O)(=O)c2ccc(C)cc2)CC1 | -16 | 6
C=CCSC1=NC(N)=C(C#N)C2(CCCCC2)C1C(N)=O (centres undefined) | 8 | -8
Cc1nc([N+](=O)[O-])c(Br)n1CC(=O)c1ccc(Cl)cc1 | 9 | /
Cn1c(-c2ccccc2)cc2c3no[n+]([O-])c3ccc21 | -5 | -6
O=C(COc1ccc(/C=N/NS(=O)(=O)c2ccccc2)cc1)Nc1ccc(F)cc1 | 3 | /
CC1CC(C)(C)NC(=O)O1 (centres undefined) | 5 | -6
O=S(=O)(NC1CCCC1)c1cccc(S(=O)(=O)N2CCC(n3nnc4ccccc43)CC2)c1 | 4 | 3
CCN1CCN(C(c2cccc(OC)c2)c2sc3nc(C)nn3c2O)CC1 (centres undefined) | / | -28
CC(C)CCNC(=O)c1ccc2nc[nH]c2c1 | -15 | /
CCN(CC)S(=O)(=O)c1ccc2c(c1)nc(SCC(=O)N1CCOCC1)n2-c1ccccc1OC | 0 | /
CCOc1ccc(-c2nc(N)ncc2-c2ccccc2)c(O)c1 | -12 | -31
COc1ccc(OC)c2sc(NC(=O)CCS(=O)(=O)c3ccccc3)nc12 | -8 | -6
CCN(CC)C(=O)c1sc(NC(=O)c2ccco2)c(C#N)c1C | 5 | 2
CS(=O)(=O)c1ccc2nc(NC(=O)c3cccs3)sc2c1 | -9 | 4
c1ccc(-c2ccc(-c3cn4c(n3)CCC4)cc2)cc1 | -10 | /
O=C(CSc1nc(-c2ccco2)cc(C(F)(F)F)n1)N1CCN(c2cccc(Cl)c2)CC1 | 4 | /
N=c1c(C(=O)NCC2CCCO2)cc2c(=O)n3ccccc3nc2n1Cc1cccnc1 (centres undefined) | 45 | 3
CCOc1ccc(C(=O)Nc2ccccc2N2CCOCC2)cc1 | 6 | /
CCCCCCn1c(SCCC)nc2c1c(=O)[nH]c(=O)n2C | 5 | -2
C=CCOc1c(Cl)cc(C2NC(=O)NC(C)=C2C(=O)OC)cc1Cl (centres undefined) | 7 | -41
CC(C)(C)NC(=O)CSc1nncn1NCc1c(Cl)cccc1Cl | 4 | /
COc1cccc(NC(=O)c2ccccc2-c2nc(-c3ccccc3)no2)c1 | -1 | -14
COc1ccc(Oc2nnnn2-c2ccccc2)cc1 | 7 | /
Cc1ccc(Cn2nc(C)c(NC(=O)c3cc(-c4ccc5c(c4)OCO5)on3)c2C)cc1 | -6 | 0
N#Cc1c(NC(=O)Cn2nc(C(F)(F)F)c3c2CCCC3)sc2c1CCC2 | 8 | /
CC(C)(C)NC(=O)NC(=O)COC(=O)CCCc1c[nH]c2ccccc12 | 12 | /
Cc1nc(NC(=O)CSc2nnc3ccccn23)c(Cl)cc1Cl | -8 | /
O=C1CC(c2ccccc2)C(=O)N1c1cccc(O)c1 (centres undefined) | 8 | -3
CCCn1nnnc1NCc1cccn1C | -8 | 4
CCNS(=O)(=O)c1ccc(NC(=O)c2cc(C(F)(F)F)nn2C)cc1 | -4 | -11
CC(C)Cc1nnc(NC(=O)CCN2C(=O)c3ccccc3C2=O)s1 | -2 | -2
CCOC(=O)c1nnn(-c2nonc2N)c1-c1cccs1 | -6 | -38
NC(=O)NCc1ccc(Cl)cc1 | 6 | /
CC(C)Cn1c(N)c(C(=O)COC(=O)c2ccc3ccccc3n2)c(=O)n(C)c1=O | -8 | -1
CCC(C)(C(=O)NC1CCCCC1)N(C(=O)c1cnccn1)c1c(C)n(C)n(-c2ccccc2)c1=O (centres undefined) | 5 | -10
CCN1CCN(C(=O)COc2ccc(S(=O)(=O)NC(C)C)cc2)CC1 | -12 | /
O=c1c2ccccc2nc(N2CCCC2)n1-c1ccc(Cl)cc1 | -2 | -15
CCOC(=O)c1ccc(-n2c(-c3ccco3)nc3ccccc3c2=O)cc1 | -78 | -1

An excerpt from above in order of heavy-atom count, descending:
SMILES | RmlC RmlD mix | HIV RNase H inh
CCC(C)(C(=O)NC1CCCCC1)N(C(=O)c1cnccn1)c1c(C)n(C)n(-c2ccccc2)c1=O (centres undefined) | 5 | -10
Cc1ccc(Cn2nc(C)c(NC(=O)c3cc(-c4ccc5c(c4)OCO5)on3)c2C)cc1 | -6 | 0
CC(C)Cn1c(N)c(C(=O)COC(=O)c2ccc3ccccc3n2)c(=O)n(C)c1=O | -8 | -1
COc1cccc(NC(=O)c2ccccc2-c2nc(-c3ccccc3)no2)c1 | -1 | -14
N#Cc1c(NC(=O)Cn2nc(C(F)(F)F)c3c2CCCC3)sc2c1CCC2 | 8 | /
CC(C)(C)NC(=O)NC(=O)COC(=O)CCCc1c[nH]c2ccccc12 | 12 | /
CCNS(=O)(=O)c1ccc(NC(=O)c2cc(C(F)(F)F)nn2C)cc1 | -4 | -11
C=CCOc1c(Cl)cc(C2NC(=O)NC(C)=C2C(=O)OC)cc1Cl (centres undefined) | 7 | -41
Cc1nc(NC(=O)CSc2nnc3ccccn23)c(Cl)cc1Cl | -8 | /
CCOC(=O)c1nnn(-c2nonc2N)c1-c1cccs1 | -6 | -38
COc1ccc(Oc2nnnn2-c2ccccc2)cc1 | 7 | /
CCCn1nnnc1NCc1cccn1C | -8 | 4
NC(=O)NCc1ccc(Cl)cc1 | 6 | /

Other entries follow.
SMILES | RmlC RmlD mix | HIV RNase H inh
COc1ccc(NC(=O)c2oc3ccccc3c2NC(=O)COc2ccccc2OC)c(OC)c1 | 104* | 22
CCCC1=C(C(=O)OCC)C(c2cccs2)C(C#N)=C(N)O1 (centres undefined) | -6 | /
CCOC(=O)c1sc(C)c2c1NC1(CCCCC1)NC2=O | 7 | -19
Cc1noc(C)c1C(=O)NCCCc1ccccc1 | -9 | 1
CC(C)OC(=O)CSc1nc2cccnc2n1C1CCCCC1 | -15 | -7
CC(=O)Nc1c(O)nc(SCC(=O)N2CCN(c3ccc(F)cc3)CC2)[nH]c1=O | -14 | -6
COCCNC(=O)Cc1cn(C)c2ccccc12 | 9 | -9
N#Cc1cc2c(nc1SCc1ccccc1)CCCCC2 | 7 | /
O=C(CN1C(=O)CCS(=O)(=O)c2ccccc21)Nc1cccc(F)c1 | 0 | -1
Cc1c(NC(=O)c2ccc(=O)oc2)c(=O)n(-c2ccccc2)n1C | 9 | 3
CCN(CC)C(=O)c1cnn(-c2ccccc2)c1NC(=O)c1cccs1 | 8 | /
CC1(CC(=O)N/N=C/c2cc(Br)c(O)cc2O)OCCO1 | -12 | /
Cc1ccc(C(=O)NCCCN2CCOCC2)cc1 | -3 | /
COC(=O)c1cc(S(=O)(=O)n2nc(C)c(Br)c2C)c(Cl)cc1Cl | -7 | /
C=CCN(Cc1cc(OC)ccc1OC)S(=O)(=O)N(C)C | 1 | -16
COc1cc2[nH]c(=O)n(CCCCCC(=O)NCCCN3CCC(C)CC3)c(=O)c2cc1OC | 3 | /
CCCOc1ccc(/C(O)=C2/C(=O)C(=O)N(CCOC)C2c2cccnc2)cc1 (centres undefined) | / | -11
O=C(CN(Cc1ccco1)C(=O)CNS(=O)(=O)c1ccc(F)cc1)NCCc1ccccc1 | 8 | -7
COc1ccccc1NC(=O)c1csc(-n2nc(C)cc2C(F)(F)F)n1 | 2 | /
C#CCNC(=O)C1=C[C@@H](C2CCCCC2)C[C@@H](OCc2ccc(CO)cc2)O1 | -18 | /
CN1CCN(C(=O)c2c(O)c3cccc4c3n(c2=O)CC4)CC1 | / | -15
COc1ccccc1CN1C(=O)CCC1(C)C(=O)NCc1cccnc1 (centres undefined) | -20 | -14
CCn1c(SCc2nc(-c3ccc(OC)c(OC)c3)no2)nnc1-c1cccs1 | 9 | -13
O=S(Cc1cc(Sc2ccccc2)nc(-c2ccccc2)n1)c1ccccc1 (centres undefined) | -3 | /
Cc1nnsc1C(=O)Nc1cccc(Cl)c1Cl | 4 | /
Cc1cccc2c1N(C(=O)c1ccco1)C(C)(C)c1ssc(=S)c1-2 | -13 | /
O=C(COc1ccc(-n2cnnn2)cc1)NCCc1ccc(F)cc1 | -16 | 0
